# Source: PubChem
# Peg3 prom inh: Peg3 promoter-driven luciferase inhibitors, primary screen, cell-based, HeLa, luciferase luminescence. HeLa PEG-Prom luciferase reporter, overnight. inhibition, % at 20 µM. actives 1.7% (n = 360,000). AID 588405, 2011;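 active = inhibition of at least 50% at 20 µM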
# NR2E3 ag-1: NR2E3 agonists in two-hybrid cells, primary screen, cell-based, luminescence, CHO-S, Gal4-NCOR/VP16-NR2E3; Photoreceptor-specific nuclear receptor (Homo sapiens), Q9Y5X4; luciferase; inhibition of corepressor binding, % at 3.98 µM; actives 0.35% (n = 360,000); AID 602229, 2012;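 active = inhibition above the mean of all tested compounds plus 3 SD, cut at about 70% in these data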;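 note: 0% = DMSO with NR2E3 transfected cells and 100% = cells lacking NR2E3 construct; higher means lower luciferase signal from less NR2E3 corepressor binding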
# Target sequence (Q9Y5X4 whole entry, looked up, the tested form may be a part): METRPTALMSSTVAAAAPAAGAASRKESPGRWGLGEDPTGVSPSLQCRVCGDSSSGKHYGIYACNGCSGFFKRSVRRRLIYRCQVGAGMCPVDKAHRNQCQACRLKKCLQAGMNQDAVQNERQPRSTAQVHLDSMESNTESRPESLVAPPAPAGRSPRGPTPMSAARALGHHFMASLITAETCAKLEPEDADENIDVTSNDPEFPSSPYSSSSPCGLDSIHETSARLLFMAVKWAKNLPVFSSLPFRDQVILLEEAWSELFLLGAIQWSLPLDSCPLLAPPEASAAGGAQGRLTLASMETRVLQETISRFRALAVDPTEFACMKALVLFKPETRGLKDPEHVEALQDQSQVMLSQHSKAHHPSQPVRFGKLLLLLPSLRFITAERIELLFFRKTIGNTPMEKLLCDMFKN
# TRPM1 prom inh: inhibitors of MITF-dependent TRPM1 promoter reporter, primary screen, cell-based, SK-MEL-5, single point, luciferase; AID 488899, 2010; actives 0.83% (n = 330,000); SK-MEL-5 TRPM1 promoter luciferase, 24 h; inhibition, % at 12.5 µM;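 active = mean inhibition across replicates of 60% or more, whatever share of single replicates reaches that level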; note: values of inactives mirror those of a sister screen read the other way
# CF NFkB inh: inhibitors of PAF-induced NF-kB signaling, primary screen, cell-based, GFP fluorescence, uHTS; KKLEB NF-kB-GFP reporter, GFP fluorescence overnight; inhibition, % at 5 µM; actives 0.86% (n = 360,000);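 active = at least 50% inhibition at 5 µM, scaled per plate between neutral and stimulator controls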;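 note: PAF is a Pseudomonas aeruginosa culture filtrate used as stimulus; plate controls were PAF-stimulated DMSO wells for no effect and unstimulated DMSO wells for full effect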
# Shn3 3UTR inh: reduction of Shn3 3'UTR firefly luciferase signal, primary screen, Schnurri-3 inhibitor project, cell-based, Clone20 osteoblasts, set 2 | Clone20 osteoblast Shn3 3'UTR firefly luciferase, 24 h | inhibition, % at 12.5 µM | actives 0.52% (n = 360,000) | AID 588674, 2011;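 active = mean inhibition of at least 75% with every replicate also reaching 75%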;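 note: 0% = median of neutral control wells and 100% = pilot-screen positive control compound; some compounds past the cut are filed as inactive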
# iPSC survival up: enhancers of single-cell hiPSC survival, primary screen, ATPlite luminescence. 100% = ROCK inhibitor wells, 0% = DMSO. survival enhancement, % at 20 µM. actives 0.044% (n = 360,000); in the data active = survival enhancement above about 18%;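 note: cells exposed to compounds for 16 hours before the ATP read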
# KKLEB tox: cytotoxicity in KKLEB CF airway cells, primary screen, cytotoxicity control for CF NF-kB inhibitor project, cell-based, uHTS, fluorescence assay plates | actives 0.36% (n = 360,000) | AID 602141, 2011 | KKLEB CF airway cells viability, ATPlite luminescence, overnight; hits give low values; cells stimulated with P. aeruginosa culture filtrate | activity change (cytotoxicity), % at 5 µM;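 active = corrected activity change at or below -50% at 5 µM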
# TWEAK Fn14 block: inhibitors of TWEAK-Fn14 signaling, primary screen, luciferase reporter cells, uHTS. TWEAK-stimulated Fn14 reporter cells, luciferase luminescence, 8 h. inhibition, % at 10 µM. actives 2% (n = 360,000). AID 1159606, 2016; in the data active = inhibition above about 50%
# aDG glyco act: activators of alpha-DG glycosylation, primary screen, uHTS, Pro5-aDG cells, AlphaScreen | activation, % at 10 µM | actives 0.22% (n = 360,000) | alpha-DG glycosylation AlphaScreen (IIH6); 0% Pro5, 100% B10-LARGE cell signal;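 active = activation of at least 8% versus controls, or a plate z-score of at least 8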;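 note: Pro5 are CHO cells carrying HIG-tagged alpha-DG that lacks glycosylation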
# NR2E3 ag-2: inhibitors of NR2E3-RetCOR corepressor binding, primary screen, NR2E3 agonist project, biochemical, TR-FRET, GST-NR2E3, biotin-RetCOR; Photoreceptor-specific nuclear receptor (Homo sapiens), Q9Y5X4; 1536-well; inhibition of corepressor binding, % at 4.78 µM; actives 0.12% (n = 320,000); AID 2300, 2010;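 active = percent inhibition above the cutoff of mean plus 3 SD of all tested compounds, set per screening campaign, cut at about 20% in these data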;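 note: 0% = DMSO wells and 100% = biotin wells as full block of FRET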
#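 Material – GST-tagged NR2E3 plus biotinylated RetCOR corepressor · Quantity – NR2E3 fusion 1.35 nM · Times – 5 h incubation at 4 °C · Medium – pH 7.5 Tris-based buffer · Technique – TR-FRET, Eu(K)-anti-GST donor, streptavidin-D2 acceptor, ex 340, em 617/671 nm · Benchmarks – high control biotin, low control 0.6% DMSO · Format – 1536-well plates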
# HIF-2a block: HIF-2a reporter inhibitors, primary screen, luminescence, 786-0 RCC cells. 786-0 RCC cells HIF-2a reporter, luciferase luminescence, overnight. inhibition, % at 18.8 µM. actives 0.72% (n = 360,000);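 active = inhibition of the luminescence signal of 40% or more relative to plate controls, in a single-dose primary screen at 18.75 µM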
# Active calls of the source: *; x = not tested or not shown; & = joins results of further samples. Random draw from the library, and some 4.4% of all compounds hit somewhere here.
cpd	structure	Peg3 prom inh	NR2E3 ag-1	TRPM1 prom inh	CF NFkB inh	Shn3 3UTR inh	iPSC survival up
1	Cc1ccc(C)c(OCC(=O)N/N=C/c2ccc(N3CCOCC3)cc2)c1	12	-52	x	-3	-9	-0.9
2	C[C@H](CO)NC(=O)c1[nH]cnc1C(=O)Nc1cccc(Cl)c1	-1	-4	x	22	4	-1.3
3	CSC(=Nc1cccc(C)c1)NC#N	5	9	13	-22	17	1.9
4	CC/C(=N\N=C1\SC(C)C(=O)N1Cc1ccco1)c1ccccc1 (stereo not given)	6	16	7	11	-4	-1.0
5	COc1ccc(OC)c(S(=O)(=O)N(C)CC(=O)N2CCN(c3ccccc3)CC2)c1	13	14	3	-9	-2	1.6
6	CCN(C)C1CN(Cc2cn(CCCOC)nn2)S(=O)(=O)C1 (stereo not given)	x	-10	x	x	x	0.5
7	NC(=O)CC1NC(=O)c2ccccc21 (stereo not given)	-2	-7	5	2	8	0.4
8	Cc1cc(NC(=O)CSc2nnc(-c3ccccc3)n2C)no1	3	2	-4	1	7	-2.6
9	O=C(Cc1cccc(NC(=O)C2CCN(C(=O)C3CC3)CC2)c1)Nc1cccc(C(=O)N2CCOCC2)c1	-6	-57	-15	17	-2	0.8
10	COC(=O)c1c(NC(=O)c2ccccc2OC)sc(C(=O)N2CCOCC2)c1C	16	9	1	18	1	0.3
11	O=C(CN1C(=O)NC2(CCCC2)C1=O)Nc1nc(-c2ccc(F)c(F)c2)cs1	6	19	3	-14	21	-0.4
12	C=C(C)C(=O)N1CC2(CC(c3cccc(NC(=O)COc4ccc(Cl)cc4)c3)=NO2)C[C@@H]1C(N)=O (stereo not given in full)	-28	-35	-5	4	11	1.9

cpd	KKLEB tox	TWEAK Fn14 block	aDG glyco act	NR2E3 ag-2	HIF-2a block
1	-5	9	-0.1	x	-4
2	-3	22	-0.1	x	-7
3	3	-13	-0.2	4	4
4	-4	0	-0.3	-3	6
5	-2	-2	-0.1	2	6
6	x	-7	-0.2	x	16
7	-20	-9	0.0	1	1
8	4	-7	0.2	-2	13
9	-4	2	0.3	x	12
10	-1	-8	0.2	4	-8
11	-12	-3	0.0	3	-14
12	10	-16	0.0	4	-16

# Further compounds follow:
cpd	structure	Peg3 prom inh	NR2E3 ag-1	TRPM1 prom inh	CF NFkB inh	Shn3 3UTR inh	iPSC survival up
13	Cc1ccc(NC(=O)c2oc3ccccc3c2NC(=O)C2CC2)cc1	-10	-19	-2	-11	2	-0.4
14	CC(C)c1ccc(NC(=O)c2ccc3c(c2)CCN3S(C)(=O)=O)cc1	3	-1	-5	3	6	-0.6
15	CCCN1C(=O)c2cc(C(=O)Nc3ccc(OC)c(OC)c3)ccc2C1Nc1ccc(OC)c(OC)c1 (stereo not given)	-5	18	-3	-4	11	-2.6
16	Cc1sc(NC(=O)Cn2c(=O)oc3ccccc32)nc1-c1ccc(Cl)cc1	2	1	-1	-14	39	0.0
17	CCOc1ccc(NC(=O)CCN2CCN(S(=O)(=O)c3ccc(F)cc3)CC2)cc1	13	-1	14	-5	3	-0.7
18	CCn1c(NCCCO)nc2c(c1=O)C(C)(CC)Cc1ccccc1-2 (stereo not given)	11	8	6	5	7	-0.2
19	Cc1cc(NS(=O)(=O)c2ccc(NC(=O)COc3ccccc3[N+](=O)[O-])cc2)no1	13	-2	1	8	-66	-0.1
20	C/C(=N/NC(=O)CNC(=O)/C=C/c1ccco1)c1ccc(Cl)cc1	20	1	6	-17	-1	0.6
21	Cc1cc(Br)ccc1NC(=O)CN1CCN(c2ccccn2)CC1	2	2	-8	-19	-2	0.7
22	COCCN(C(=O)CSc1nnc(-c2cccs2)n1N)c1c(N)n(Cc2ccccc2)c(=O)[nH]c1=O	11	-11	6	-5	-12	-0.5
23	c1ccc(Sc2cnc3ccccc3n2)cc1	-278	-27	-70	6	-33	5.4
24	Cc1ccc(N(CC(=O)NCc2ccccn2)S(=O)(=O)c2ccccc2)cc1Cl	11	16	-4	12	0	0.1

cpd	KKLEB tox	TWEAK Fn14 block	aDG glyco act	NR2E3 ag-2	HIF-2a block
13	9	8	-0.6	4	-33
14	2	-1	0.4	-1	-41
15	2	21	-0.3	4	6
16	0	-4	0.2	-1	17
17	6	-3	0.0	-2	4
18	-5	3	0.1	-9	15
19	-3	0	-0.3	-2	3
20	4	4	-0.2	1	13
21	6	-1	0.0	0	5
22	-7	-8	-0.1	0	6
23	-4	-27	-0.3	3	-212
24	1	-3	1.1	x	8

# Next records follow:
cpd	structure	Peg3 prom inh	NR2E3 ag-1	TRPM1 prom inh	CF NFkB inh	Shn3 3UTR inh	iPSC survival up
25	COCCn1nnnc1CN1CCC(O)(c2cccc(C(F)(F)F)c2)CC1	2	-17	1	4	-6	-1.4
26	O=C(Nc1ccc2nc[nH]c2c1)c1ccco1	-130	-64	-43	3	-42	-0.8
27	NNC(=O)CSCc1nc(-c2ccccc2)cs1	-1	-7	-5	-12	-14	-0.6
28	CN1CCN(CCC(=O)Nc2ccc3c(c2)OCO3)CC1	0	-25	-8	-1	12	1.8
29	COc1cc2c(cc1OC)C(c1ccccc1)CC2=O (stereo not given)	4	-7	7	10	-9	-0.3
30	O=C(CCN1C(=O)c2ccccc2C1=O)NCc1ccncc1	22	-4	-12	-17	-21	-0.6
31	Cc1ccc(C(=O)Nc2c(C)n(C)n(-c3ccccc3)c2=O)cc1S(=O)(=O)N1CCOCC1	1	5	2	8	7	-0.7
32	Cc1cc([N+](=O)[O-])nn1Cc1noc(C(=O)NCCc2ccccn2)n1	0	2	3	-3	6	0.6
33	COc1cc(O)c(C=NN2C(=O)CSC2=S)c(OC)c1	-15	-38	x	-14	2	0.5
34	CCOC(=O)C1CCN(C(=O)Nc2ccccc2Cl)CC1	6	-11	-1	8	0	-1.1
35	O=C(Cn1c2ccccc2c2nc3n(c(=O)c21)CCS3)Nc1ccccc1C(F)(F)F	1	-12	8	-5	-14	1.2
36	CC(=O)CCc1ccc(OCC(=O)Nc2cccc(S(=O)(=O)N(C)c3ccccc3)c2)cc1	-53	6	-4	17	13	-0.3

cpd	KKLEB tox	TWEAK Fn14 block	aDG glyco act	NR2E3 ag-2	HIF-2a block
25	-7	-4	-0.1	3	6
26	-12	6	-0.1	-1	-140
27	12	11	0.0	-3	14
28	4	-13	-0.1	0	8
29	-8	-11	-0.2	-5	17
30	-8	11	-0.1	2	6
31	-2	-3	-0.1	1	17
32	0	13	0.2	2	5
33	14	25	-0.4	x	-107
34	-7	12	0.3	4	5
35	4	28	0.3	-4	5
36	6	10	-0.1	x	-59

# One compound at a time, from the list above. Values in the order: Peg3 prom inh, NR2E3 ag-1, TRPM1 prom inh, CF NFkB inh, Shn3 3UTR inh, iPSC survival up, KKLEB tox, TWEAK Fn14 block, aDG glyco act, NR2E3 ag-2, HIF-2a block
# Cc1sc(NC(=O)Cn2c(=O)oc3ccccc32)nc1-c1ccc(Cl)cc1 across the screens: 2, 1, -1, -14, 39, 0.0, 0, -4, 0.2, -1, 17
# CCn1c(NCCCO)nc2c(c1=O)C(C)(CC)Cc1ccccc1-2 (stereo not given) across the screens: 11, 8, 6, 5, 7, -0.2, -5, 3, 0.1, -9, 15
# COc1cc(O)c(C=NN2C(=O)CSC2=S)c(OC)c1 across the screens: -15, -38, x, -14, 2, 0.5, 14, 25, -0.4, x, -107
# O=C(Cc1cccc(NC(=O)C2CCN(C(=O)C3CC3)CC2)c1)Nc1cccc(C(=O)N2CCOCC2)c1 across the screens: -6, -57, -15, 17, -2, 0.8, -4, 2, 0.3, x, 12

# Continuation.
cpd	structure	Peg3 prom inh	NR2E3 ag-1	TRPM1 prom inh	CF NFkB inh	Shn3 3UTR inh	iPSC survival up
37	N#CCCn1nc(-c2ccccc2)cc1Nc1ccccc1NC(=O)C(F)(F)F	16	-10	-5	14	11	3.9
38	CCN(CC)c1ccc(S(=O)(=O)N2CCOCC2)cc1NC(=O)CNCc1ccccc1	10	6	17	-8	4	-0.7
39	CC(C)C(NS(=O)(=O)c1cccc2nsnc12)C(=O)N1CCCCC1 (stereo not given)	-4	-1	-2	17	3	1.1
40	CC1CN(C(=O)/C=C/c2ccccc2Cl)CC(C)O1 (stereo not given)	2	-3	-8	6	-6	0.4
41	CC(C)c1ccc(Oc2cccc(C(=O)/C(C#N)=C/N(C)C)c2)cc1	7	-43	-3	4	-11	-1.3
42	CC(C)CC(=O)Nc1sc2c(c1C(=O)O)CCCCC2	4	-24	0	-8	-1	0.1
43	Cc1nnc(NC(=O)NC(C)N2C(=O)C3C4C=CC(C4)C3C2=O)s1 (stereo not given)	1&12	-6&-3	3&-11	-36&4	-28&-5	0.6&1.0
44	COc1ccc(C)cc1NC(=O)CNc1ccc(C(C)=O)cc1	9	-11	10	-30	-17	-1.6
45	CCCCn1c(N)c(NCc2ccccc2OC)c(=O)[nH]c1=O	11	-28	7	-4	5	2.9
46	COc1ccc(C(=O)c2ncc(C(F)(F)F)cc2Cl)cc1	-13	-26	-1	2	17	0.0
47	Cc1cccc(NC(=O)CN(CC2CCCO2)C(=O)c2ccc(S(C)(=O)=O)cc2)c1C (stereo not given)	16	15	-9	-2	4	-0.4
48	Cc1cnc(C(=O)OC(C)C(=O)Nc2ccc(Cl)cn2)cn1 (stereo not given)	11	19	4	-3	20	-0.4
49	CCn1cc([N+](=O)[O-])c(C(=O)N2N=C(c3ccc(O)c(OC)c3)CC2c2ccccc2O)n1 (stereo not given)	27	4	18	19	8	0.0
50	Cc1cccc(NC(=S)NNC(=O)CCn2nc(C)c([N+](=O)[O-])c2C)c1	16	9	-10	-11	-14	5.9

cpd	KKLEB tox	TWEAK Fn14 block	aDG glyco act	NR2E3 ag-2	HIF-2a block
37	0	3	-0.2	5	13
38	3	-10	0.2	2	16
39	-2	-6	-0.1	-2	13
40	-5	-6	0.0	3	6
41	4	-2	-0.3	-3	-13
42	7	1	0.1	3	0
43	3&-4	-5&-15	-0.1&0.0	4	10&6
44	0	9	0.1	-3	3
45	1	-23	0.2	2	18
46	-19	6	-0.3	4	5
47	-2	-7	-0.2	x	4
48	2	6	0.0	-1	8
49	4	21	-0.2	0	18
50	-4	14	0.4	0	13
